FLuc modulator: counter-screen for miR-21 project: firefly luciferase inhibitors or activators | 360,000 tested, 6.9% active | Potency, µM (top dose mostly 57.5 µM), for the others: at the top dose activity change, negative = inhibition, most hits filed as inhibitors | purified FLuc, Km substrates, luminescence inhibition;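 also: plate controls were vehicle for no effect and reference inhibitor for full effect; nearly all actives have a fitted effect of over 55% in size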
Target sequence (P08659 whole entry, looked up): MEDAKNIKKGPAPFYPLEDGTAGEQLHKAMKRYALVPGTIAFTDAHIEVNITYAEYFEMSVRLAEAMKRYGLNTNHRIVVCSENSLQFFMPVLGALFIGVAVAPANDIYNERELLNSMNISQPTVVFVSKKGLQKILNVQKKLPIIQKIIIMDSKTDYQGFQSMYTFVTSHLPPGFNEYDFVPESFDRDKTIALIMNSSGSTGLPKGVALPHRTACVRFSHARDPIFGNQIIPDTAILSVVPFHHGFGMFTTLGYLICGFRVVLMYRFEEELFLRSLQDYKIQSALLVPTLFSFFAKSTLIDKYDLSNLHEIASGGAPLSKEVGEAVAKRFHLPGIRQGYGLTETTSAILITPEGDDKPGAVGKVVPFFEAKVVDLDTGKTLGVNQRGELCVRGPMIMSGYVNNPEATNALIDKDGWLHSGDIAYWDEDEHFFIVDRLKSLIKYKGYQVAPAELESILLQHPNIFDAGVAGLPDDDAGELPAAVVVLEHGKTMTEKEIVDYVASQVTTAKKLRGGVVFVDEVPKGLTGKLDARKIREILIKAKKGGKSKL
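Biochemical qHTS of compounds, final roughly 60 µM downward over six points, against 10 nM purified firefly luciferase using Km concentrations of substrates (10 uM D-luciferin, 10 uM ATP) in Tris acetate pH 7.5 buffer; luminescence output.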
BRCA1 expr act: activators of BRCA1 expression | AID 624202 | Potency, µM (doses to about 46.1 µM), inactives show top-dose activation, most hits filed as activators | 380,000 tested, 1.1% active | MCF7-BRCA1-FFLuc reporter, luminescence, 48 h; response scale: scaled: vehicle 0%, 10 µM genistein 100%; also: nearly all actives have a fitted effect of over 80% in size; some results filed as inactive show a strong effect at the top dose
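Reporter cells (MCF7, BRCA1 promoter-firefly luciferase) received library compounds across a concentration series for 48 h. End-point luminescence was measured and concentration-effect curves derived after normalization.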
Active calls of the source: *; ? = inconclusive. Calls follow the shape of the dose curve; as a rule, active = well fitted curve in the direction sought with a large enough effect; inconclusive = small, poorly fitted or top-dose-only effect, or another doubt; inactive = no such curve, though single readings can be large; an effect the other way counts as inactive or inconclusive. Potency is read from the fitted curve at half-maximal effect. An excerpt. The share of hits here may be higher or lower than overall.

nr | SMILES | FLuc modulator | BRCA1 expr act
1 | CCOc1ccc(CCNC(=O)c2ccc3c(c2)N(Cc2ccccc2)C(=O)c2ccccc2S3=O)cc1OCC (configuration not stated) | -2% | -35%
2 | COc1ccc(NCc2cc3cc4c(cc3n(CC(=O)Nc3ccc(C)c(C)c3)c2=O)OCO4)cc1 | -1% | -8%
3 | CCOC(=O)CSc1nc2ccc(NC(=O)c3cccc(F)c3)cc2s1 | ? | 0%
4 | CCN(C(=O)c1sc2cc(OC)ccc2c1Cl)c1ccccc1 | 0% | -25%
5 | CCn1c(=N)c(C(=O)NC2CCCCC2)cc2c(=O)n3cccc(C)c3nc21 | -3% | 9%
6 | CCOc1ccc(CNCc2c(C(=O)O)n(Cc3ccc(C)cc3)c3cc(C)ccc23)cc1 | -9% | -74%
7 | CCn1c(=N)c(C(=O)NCc2cccnc2)cc2c(=O)n3cc(C)ccc3nc21 | -2% | 13%
8 | O=C1CC(c2ccccc2)Cc2[nH]c(=O)c(-c3nc(-c4ccc(F)cc4)cs3)cc21 (configuration not stated) | -2% | -50%
9 | COc1ccccc1CNc1ccc(-c2nc(-c3ccncc3)no2)cc1[N+](=O)[O-] | -6% | 0%
10 | COc1ccc(CCNC(=O)CCCn2c(=O)c3ccccc3n(Cc3ccccc3)c2=O)cc1OC | -11% | -17%
11 | Cc1ccc(NC(=O)Cn2c(=O)n(CCC(=O)NCCc3ccccc3)c(=O)c3ccccc32)cc1 | 4% | 4%
12 | O=c1c2sc3ccccc3c2n(Cc2ccccc2)c(=O)n1Cc1ccccc1 | 3% | 12%
13 | COc1cccc(NC(=O)CSc2nc3ccc(NC(=O)c4cccs4)cc3s2)c1 | ? | 1%
14 | CCC(C)NC(=O)Cn1c(=O)ccc2cc(S(=O)(=O)N3CCCC3)ccc21 (configuration not stated) | -1% | 19%
15 | COc1ccc(-n2c(=O)c3c4c(sc3n(C)c2=O)CN(C(C)=O)CC4)cc1 | 0% | 0%
16 | CCn1ccc2cc(S(=O)(=O)N3CCCN(C(=O)Nc4cc(Cl)ccc4C)CC3)ccc21 | -5% | -10%
17 | CCOC(=O)CC(NC(=O)c1cc2cc(OC)ccc2oc1=O)c1ccc(OC)cc1 (configuration not stated) | -9% | 11%
18 | COCCCNC(=O)c1cnn(-c2ccc(F)cc2F)c1C1CCNCC1 | 0% | 22%
19 | CNc1ccc(-c2nc(-c3ccco3)no2)cc1[N+](=O)[O-] | ? | -15%
20 | COc1ccc(OC)c(C2C(C(=O)Nc3ccc(C)cc3)=C(C)Nc3nnnn32)c1 (configuration not stated) | -5% | -4%
21 | Cc1c2cnn(-c3ccccc3)c(=O)c2c(C)n1CC(=O)N1CCN(c2ccc(F)cc2)CC1 | -4% | -14%
22 | Cc1ccc(S(=O)(=O)N2CCN(Cc3nc4ccc(C)cc4o3)CC2)cc1 | -5% | 8%
23 | O=C(CSc1nccn1Cc1ccccc1)NCc1ccc(F)cc1 | -2% | 16%
24 | CCc1ccc(NC(=O)c2ccc3oc(=O)n(Cc4ccccc4)c3c2)cc1 | -17% | -36%
25 | Cc1ccc2oc(=O)c3cc(C(=O)N4CCN(c5ccccc5F)CC4)sc3c2c1 | -5% | 10%
26 | CSc1ccc(CCNC(=O)c2csc3c2CCCCC3)cc1 | ? | 19%
27 | COc1cc(OC)cc(C(=O)Nc2ccc(S(=O)(=O)Nc3onc(C)c3C)cc2)c1 | ? | 19%
28 | CCOC(=O)c1ccc(NC2=CC(c3ccc(F)cc3)N(c3ccc(C(=O)OCC)cc3)C2=O)cc1 (configuration not stated) | 0% | 7%
29 | Cc1ccc(S(=O)(=O)c2cnc(SCC(=O)Nc3ccc4c(c3)OCCO4)[nH]c2=O)cc1Cl | 11µM* | 12%
30 | CC(=O)c1ccc(NC(=O)CN2C(=O)c3cccnc3Sc3ccccc32)cc1 | -5% | 70%
31 | COc1cc2c(cc1OC)C(COc1cc(C)cc(C)c1)N(C(=O)c1ccc(S(=O)(=O)N3CCCC3)cc1)CC2 (configuration not stated) | 0% | -17%
32 | CC1CCN(S(=O)(=O)c2ccc3c(ccc(=O)n3CC(=O)Nc3ccc(C(C)C)cc3)c2)CC1 | 3% | 4%
33 | CC1=C(C(=O)Nc2ccc(F)cc2F)C2(CCN(C(C)C)CC2)OC1=O | 2% | -4%
34 | Cc1ccc(NC(=O)CSc2nc(-c3ccccc3Cl)nc3cc(=O)[nH]n23)c(C)c1 | ? | 0%
35 | CCOc1cc(C(=O)NCc2ccc3c(c2)CCN3C(=O)CC)cc(OCC)c1OCC | -19% | -13%
36 | Cc1ccc(CNC(=O)CCCn2c(=O)c3ccccc3n(CC(=O)Nc3ccc(C)cc3)c2=O)cc1 | 0% | 10%
37 | CCOC(=O)C1(C)C=C(Nc2ccc(OC)cc2)C(=O)N1c1ccccc1 (configuration not stated) | -12% | 6%
38 | CCn1cc2nc(SCC(=O)Nc3ccc(OC)c(OC)c3)n(Cc3ccc(Cl)cc3)c(=O)c2n1 | ? | -27%
39 | Cc1ccc(C)c(CSc2nc3ccncc3n2CC(=O)Nc2ccc(N(C)C)cc2)c1 | ? | -16%
40 | CCc1ccc(-n2nc(C)c3c(C)cc(=O)n(CC(=O)Nc4ccccc4C(=O)OC)c32)cc1 | -1% | 0%
41 | O=C(CCn1c(=O)c2ccccc2n(Cc2ccc(F)cc2Cl)c1=O)NCc1ccc2c(c1)OCO2 | 0% | 2%
42 | COc1ccc(-c2cc(NCc3ccc(F)cc3)n3cnnc3n2)cc1 | -7% | 12%
43 | CCOc1ccccc1-n1nnc(S(=O)(=O)c2ccc(C)cc2)c1N | 2% | -7%
44 | COc1ccc(-c2noc(CNC(=O)c3cc(OC)c(OC)c(OC)c3)n2)cc1 | -6% | 3%
45 | COc1ccc(NC(=O)C2=C(C)Nc3nc(SC)nn3C2c2cc(OC)ccc2OC)cc1 (configuration not stated) | 1% | -15%
46 | COc1ccc(N2CC(NC(=O)C3CCCCC3)CC2=O)cc1OC (configuration not stated) | -3% | 8%
47 | CCN(CC)S(=O)(=O)c1ccc2c(c1)c(=O)c(C(=O)N1CCN(c3cc(Cl)ccc3C)CC1)cn2C | -2% | 7%
48 | COc1cc(OC)cc(-c2cc3nc(C)c(CCC(=O)NCc4ccc(Cl)cc4)c(C)n3n2)c1 | 0% | -29%
49 | Cc1ccc(Cl)cc1NC(=O)N1CCN(C)c2ncccc21 | 4% | -12%
50 | O=C1CS(=O)(=O)C2(C(=O)N(Cc3cccc(F)c3)c3ccccc32)N1c1ccccc1 (configuration not stated) | -7% | -8%

More compounds follow.
nr | SMILES | FLuc modulator | BRCA1 expr act
51 | Cn1cc(S(=O)(=O)N2CCCCCC2)cc1C(=O)N1CCN(c2ccc(Cl)cc2)CC1 | ? | -12%
52 | Cc1nc(-c2cccc(NC(=O)Nc3ccccc3C(F)(F)F)c2)no1 | -1% | -3%
53 | COc1ccc(C(CC(=O)NCc2ccccc2Cl)N2Cc3ccccc3C2=O)cc1OC (configuration not stated) | 3% | -12%
54 | Cc1ccc(NC(=O)C2CCN(S(=O)(=O)c3cccc4nsnc34)CC2)cc1F | 0% | -5%
55 | COc1ccccc1N1CCN(C(=O)C2CCN(S(=O)(=O)c3c(C)noc3/C=C/c3ccc(C)cc3)CC2)CC1 | -1% | -18%
56 | O=C(Nc1ccc(F)cc1F)c1cccc2c1C(=O)N(C1CCCCC1)C2 | 0% | 6%
57 | CCc1ccc2oc(-c3ccc(C)c(NC(=O)c4cc([N+](=O)[O-])ccc4N4CCOCC4)c3)nc2c1 | 1.7µM* | 6%
58 | CN(C)c1ccc(CNC(=O)c2cccn2-c2nnc(N3CCCCC3)s2)cc1 | -13% | 0%
59 | Cc1ccc(Cc2cnc(NC(=O)C3Cc4ccc(C)cc4C(=O)O3)s2)cc1 (configuration not stated) | 1% | 16%
60 | CCn1cc(C(=O)NCc2ccccc2OC)c(=O)c2cc(S(=O)(=O)N3CCCCCC3)ccc21 | -6% | -14%
61 | CCOc1ccc(C(=O)OCc2cc(=O)n3nc(C4CCCCC4)sc3n2)cc1 | -16% | 0%
62 | Cc1ccc2oc(=O)n(CCNC(=O)Nc3ccc(Cl)cc3)c2c1 | -2% | 9%
63 | Cc1cccc(N2CCN(C(=O)CS(=O)(=O)c3cccc4nsnc34)CC2)c1C | ? | 34%
64 | O=C(NCCOCCn1c(=O)oc2ccccc21)Nc1ccc(Cl)cc1 | -1% | -5%
65 | CCOC(=O)c1ccccc1NC(=O)CCc1c(C)nc2ncnn2c1C | 0% | 3%
66 | CCc1ccccc1NC(=O)Cn1c(=O)n(CC2CCC(C(=O)NCCc3ccccc3)CC2)c(=O)c2ccccc21 (configuration not stated) | -6% | 5%
67 | CCC(=O)N1CCc2cc(S(=O)(=O)CCC(=O)N3CCN(c4cc(C)ccc4C)CC3)ccc21 | 0% | 5%
68 | O=C(Cn1c(=O)nc(-c2ccccc2)c2cc(Cl)ccc21)NCc1ccc(Cl)cc1 | 3% | 1%
69 | COc1cc(NC(=O)C2CCN(S(=O)(=O)c3ccc4c(c3)oc(=O)n4C)CC2)cc(OC)c1 | -11% | 2%
70 | COc1ccc(NC(=O)Cn2c(=O)n(Cc3ccc4c(c3)OCO4)c(=O)c3ccc(C(=O)NC4CCCCC4)cc32)cc1 | 1% | -6%

One compound at a time (already shown). Values in the order: FLuc modulator	BRCA1 expr act
`O=C(NCCOCCn1c(=O)oc2ccccc21)Nc1ccc(Cl)cc1` reads -1%	-5%
`Cc1ccc2oc(=O)n(CCNC(=O)Nc3ccc(Cl)cc3)c2c1` reads -2%	9%
`Cc1cccc(N2CCN(C(=O)CS(=O)(=O)c3cccc4nsnc34)CC2)c1C` reads ?	34%

The main list resumes, starting 4 compounds before the break.
nr | SMILES | FLuc modulator | BRCA1 expr act
67 | CCC(=O)N1CCc2cc(S(=O)(=O)CCC(=O)N3CCN(c4cc(C)ccc4C)CC3)ccc21 | 0% | 5%
68 | O=C(Cn1c(=O)nc(-c2ccccc2)c2cc(Cl)ccc21)NCc1ccc(Cl)cc1 | 3% | 1%
69 | COc1cc(NC(=O)C2CCN(S(=O)(=O)c3ccc4c(c3)oc(=O)n4C)CC2)cc(OC)c1 | -11% | 2%
70 | COc1ccc(NC(=O)Cn2c(=O)n(Cc3ccc4c(c3)OCO4)c(=O)c3ccc(C(=O)NC4CCCCC4)cc32)cc1 | 1% | -6%
71 | Cc1cc(Cl)ccc1NC(=O)CS(=O)(=O)c1cccc2nsnc12 | -7% | -4%
72 | O=C(Cn1c(=O)c2ccccc2n(CC(=O)Nc2ccc(F)cc2)c1=O)NCCc1ccccc1 | -7% | -15%
73 | COc1ccc(-n2ccnc(NCCc3ccc(Cl)cc3)c2=O)cc1OC | -10% | -21%
74 | Cc1ccc(Cl)cc1NC(=O)Cn1c(=O)c(CNc2ccccc2)cc2cc3c(cc21)OCCO3 | -9% | 17%
75 | CC(C)c1ccc(NC(=O)C2CCC(CNS(=O)(=O)c3ccc4c(c3)CCCC(=O)N4)CC2)cc1 (configuration not stated) | -10% | -36%
76 | Cc1cc(C)c(NC(=O)CSc2nc(=O)n(Cc3ccncc3)c3c2CCC3)c(C)c1 | -5% | 0%
77 | CCC(C)NC(=O)Cc1ccc(NC(=O)N2CCCCc3ccccc32)cc1 (configuration not stated) | -8% | 0%
78 | Cc1ccc(-c2cnc(NCc3ccc(C(F)(F)F)cc3)n2C)cc1 | -2% | -13%
79 | COCCCNC(=O)C(C)n1c2ccccc2c2cnn(C)c(=O)c21 (configuration not stated) | 3% | 18%
80 | Cc1c(-c2nc(-c3ccc4c(c3)[nH]c(=O)n4C)no2)cccc1[N+](=O)[O-] | 0% | 9%
81 | CC1=C(C(=O)OC2CCCC2)C(c2ccc(Cl)cc2)CC(=O)N1 (configuration not stated) | 5% | -12%
82 | Cc1cc(C)n(CCc2nc3c4ccccc4nc(N4CCN(c5ccccc5F)CC4)n3n2)n1 | -1% | -1%
83 | CCc1nc2onc(C)c2c(=O)n1CC(=O)O | -1% | 1%
84 | Cn1c(=O)n(-c2ccc(F)c(Cl)c2)c(=O)c2sc3ccccc3c21 | -2% | 1%
85 | Cc1ccc(-n2c3nc(=O)[nH]c(=O)c-3cc3c(C)nn(-c4ccccc4)c32)cc1C | -4% | -3%
86 | O=C(CC(c1cccs1)N1Cc2ccccc2C1=O)Nc1ccccc1 (configuration not stated) | -4% | 3%
87 | Cc1ccc(C)n1-c1nnc(N2CCCC(C(=O)NCc3cccc(Br)c3)C2)s1 (configuration not stated) | 2% | -6%
88 | COc1cc(-c2cc3n(C)c(C)c(CCC(=O)O)c(=O)n3n2)cc(OC)c1OC | 0% | 8%
89 | O=C(CCCCn1c(=O)c2ccccc2n(Cc2ccc(F)cc2Cl)c1=O)NCCc1ccc(Cl)cc1 | 8% | 4%
90 | Cc1oc2ncn(CC(C)C)c(=O)c2c1C(=O)NCCCN1CCC(C)CC1 | -6% | 4%

Sorted by number of heavy atoms (low to high): some entries from above.
nr | SMILES | FLuc modulator | BRCA1 expr act
83 | CCc1nc2onc(C)c2c(=O)n1CC(=O)O | -1% | 1%
84 | Cn1c(=O)n(-c2ccc(F)c(Cl)c2)c(=O)c2sc3ccccc3c21 | -2% | 1%
87 | Cc1ccc(C)n1-c1nnc(N2CCCC(C(=O)NCc3cccc(Br)c3)C2)s1 (configuration not stated) | 2% | -6%
82 | Cc1cc(C)n(CCc2nc3c4ccccc4nc(N4CCN(c5ccccc5F)CC4)n3n2)n1 | -1% | -1%

Compound activity (PubChem BioAssay)
